# Screens as filed in PubChem BioAssay.
# S3 lipid droplet: qHTS Assay for Lipid Storage Modulators in Drosophila S3 Cells | Drosophila S3 cells, BODIPY lipid droplet fluorescence, 18-24 h; cells fed with added oleic acid | lipid storage change, negative = inhibition, % at the top dose, mostly 46.1 µM; hits show Potency in µM | 320,000 compounds, 0.64% hits; active means well fitted inhibition curve with a large enough effect in the signal ratio, with a control signal flat, not every such curve was filed as active; inconclusive means small, poorly fitted or top-dose-only effect, or effect the other way, or a change in a side signal; the % refers to the signal ratio
#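 Drosophila S3 cells loaded with oleic acid (400 uM, as added) and compounds at several concentrations; lipid droplets imaged by 488-nm laser-scanning cytometry, 500–530 nm intensity and object ratio to cell channel. Percent activity normalized to 20 uM Triacsin C.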
# S3 lipid droplet cell count max: second read-out of S3 lipid droplet, no call of its own (marks repeat the call); cell number change, %; measured here: cell count max response;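 cells counted by Cell Tracker Red CMTPX staining in the red channel; peak over a dose series mostly up to 46.1 µM; percent activity relative to internal control wells on each plate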
# * hit, by the source's call; i = inactive; u = inconclusive; x = no result given; [ ] = dose if it differs, or a comment. On the % scale 0 is the no-effect control and ±100 the full control effect; potency means the concentration at half of the fitted maximal effect. Some of the compounds tested, so the mix of outcomes need not match the whole.
no.	SMILES	S3 lipid droplet	S3 lipid droplet cell count max
1	COc1ccc(NC(=O)N2CCC(c3ccccc3)C2)c(OC)c1 (stereo not given)	u	x
2	CSCCC(NC(=O)OC(C)(C)C)C(=O)Oc1ccc2c(=O)c(-c3ccc4c(c3)OCCO4)coc2c1 (stereo not given)	u	x
3	CN(C)c1ccc(NC(=S)N(CCc2ccccc2)C2CC(=O)N(c3c(Cl)cccc3Cl)C2=O)cc1 (stereo not given)	-29%	x
4	O=C(NCCN1CCN(Cc2ccccc2)CC1)c1cc2c(=O)[nH]c3ccccc3c2s1	u	x
5	Cc1ccc(N2C(=O)C(Cl)=C(N3CCCCCC3)C2=O)c(C)c1	-11%	-2
6	CC(NC(=O)c1ccccc1F)c1nnc(SCC(=O)Nc2nnc(C3CC3)s2)n1C (stereo not given)	u	x
7	Cc1ccc(C(C)C)c(OCCN(C)C)c1	u	x
8	COc1ccc(/C=C/C(=O)C2(O)CCCCC2)cc1OC	1%	13
9	O=C(NCC1COc2ccccc2O1)c1cc2ccccc2o1 (stereo not given)	-4%	-7
10	CN1CCN(CCCNC(=O)Cn2ncc3c4ccccc4n(C)c3c2=O)CC1	1%	-2
11	CCC(=O)N(C)CCc1cc2c(c(OC)c1/C=N/NC(=O)c1ccccc1O)OCO2	u	x
12	COc1ccc(C2c3cc(OC)c(OC)cc3CCN2C(=O)c2ccccc2)cc1OC (stereo not given)	13%	3
13	Cc1ccc(C)c(OCC(=O)O/N=C(\N)c2cccnc2)c1	u	x
14	COc1ccc(NS(=O)(=O)c2cccc(C(=O)NCCCN3CCCC3=O)c2)cc1	i	-9
15	COc1ccc(OC)c(S(=O)(=O)Nc2ccccc2C(F)(F)F)c1	3%	6
16	Cc1ccccc1C1=NC(C(F)(F)F)(C(F)(F)F)c2c(n(-c3ccc(F)cc3)c(=O)[nH]c2=O)N1	6%	1
17	COc1ccccc1N1CN(Cc2ccccc2)CNC1=S	9%	1
18	c1cc2c(cc1C1CCCCC1)c1c3n2CCCNC3CCC1 (stereo not given)	u	x
19	COc1ccc2c(c1)C(c1cccs1)=NNC(c1ccncc1)=N2	-10%	1
20	COc1ccc(C2=[N+](C)CCn3cccc32)c(OC)c1	1%	0
21	Cc1ccccc1N(CC(=O)N1CCc2ccccc2C1)S(C)(=O)=O	-19%	-15
22	Cc1ccc(-n2c(Cc3cccn3C)nnc2SCC(=O)Nc2ccc3c(c2)OCO3)cc1	u	x
23	CCN(CC)CCOC(=O)C1(c2ccc([N+](=O)[O-])cc2)CCCC1	-8%	-7
24	CCOC(=O)c1cc(C(C)=O)c(=O)[nH]c1C	u	x
25	O=C(c1ccccc1Oc1ccc([N+](=O)[O-])cc1)N1CCOCC1	u	x
26	CS(=O)Cc1cc(Oc2ccccc2)nc(-c2ccncc2)n1 (stereo not given)	u	x
27	CCOC(=O)c1ccc(NC(=O)c2nc[nH]c2C(=O)N2CCN(c3ccccc3)CC2)cc1	7%	2
28	Cc1nc(C(=O)NC2CCOCC2)sc1C1(C)CC(c2cccc([N+](=O)[O-])c2)=NO1 (stereo not given)	9%	13
29	Cc1ccc(/C=C/S(=O)(=O)NCC(=O)OCC(=O)Nc2c(F)cccc2F)cc1	u	x
30	O=C(Oc1ccccc1N1C(=O)C2CC=CCC2C1=O)c1ccc(Br)cc1 (stereo not given)	-12%	-12
31	O=c1[nH]c(N/N=C/c2ccccc2Br)nnc1-c1ccccc1	u	x
32	COc1ccc2[nH]c3c(=O)n(Cc4ccc(C(=O)N5CCCC5)cc4)c(=S)[nH]c3c2c1	3%	14
33	NS(=O)(=O)c1ccc(CCNC(=O)CCS(=O)(=O)c2ccc(Br)cc2)cc1	-28%	5
34	CC(C)OCCCN1C=C2C(=O)C(C)(OC(=O)CCc3ccccc3)C(=O)C=C2C=C1c1ccc(C#N)cc1 (stereo not given)	-1%	-2
35	CCOC(=O)COc1ccc(Br)cc1/C=C/c1[nH]c(=O)[nH]c(=O)c1[N+](=O)[O-]	7%	-18
36	CN1CCN(S(=O)(=O)c2ccc3c(c2)CC(=O)N3C)CC1	i	1
37	CCOc1ccc2[nH]c(=O)c(CN(Cc3ccco3)C(=O)c3cccc(F)c3)cc2c1	u	x
38	CCCCCc1n[nH]c2c1CCCC2	u	x
39	CCOc1ccccc1NC(=O)Cc1cccs1	u	x
40	Cc1ccccc1C(=O)N1CCN(S(=O)(=O)c2ccccc2)CC1	u	x

# The final three compounds of the section above come first, to join the parts.
no.	SMILES	S3 lipid droplet	S3 lipid droplet cell count max
38	CCCCCc1n[nH]c2c1CCCC2	u	x
39	CCOc1ccccc1NC(=O)Cc1cccs1	u	x
40	Cc1ccccc1C(=O)N1CCN(S(=O)(=O)c2ccccc2)CC1	u	x
41	O=C(NCCc1ccccc1F)C1CCCN1S(=O)(=O)c1ccccc1 (stereo not given)	3%	-10
42	Cc1ccsc1CN(C(=O)c1ccc([N+](=O)[O-])cc1)C1CCS(=O)(=O)C1 (stereo not given)	-4%	12
43	CC(O)[C@H]1CNCCN1CCc1cccc(F)c1 (stereo not given in full)	u	x
44	CC1Oc2ccccc2N(CC(=O)N2CCCc3ccccc32)C1=O (stereo not given)	8%	8
45	CCc1nnc(NC(=O)CSc2nnc(-c3ccc(OC)cc3)n2C)s1	i	x
46	CS(=O)(=O)NCCCNc1ccc(Cl)cc1[N+](=O)[O-]	u	x
47	COc1ccc2c(CC(=O)Nc3ccc(N4CCOCC4)cc3)coc2c1	u	x
48	S=C(NCCCN1CCOCC1)N1CCOCC1	-13%	13
49	CCCNC(=O)c1cccc(COCC(F)(F)C(F)F)c1	u	x
50	CC(C)CC(=O)Nc1nnc(SCC(=O)Nc2nccs2)s1	u	x
51	Cc1ccc(C)c(OCC(=O)Nc2ccccc2C(=O)NC2CC2)c1	u	x
52	CCCCCCCCCn1c2c(c(=N)c3c1CCC3)CCC2	u	x
53	CCOC(=O)c1c(C)nc(C)c(C(=O)OCC)c1-c1cccc(N)c1	3%	-18
54	Cc1occc1C(=O)Nc1ccc(OCc2ccccc2)cc1	u	x
55	CC1=C(C(=O)OCc2ccccc2)C(c2cccc(Cl)c2Cl)NC(=O)N1CCCCCC(=O)O (stereo not given)	3%	20
56	Cc1ccc(S(=O)(=O)N2Cc3ccccc3CC2C(=O)Nc2ccc3c(c2)OCO3)cc1 (stereo not given)	u	x
57	COCCNC(=O)NC12CC3(C)CC(C)(CC(C)(C3)C1)C2	-5%	0
58	c1ccc(COc2cccc(CN3CCN(c4ccccn4)CC3)c2)cc1	u	x
59	CNC(=O)CSc1nnc(COc2ccc(Cl)cc2)n1CCOC	14%	15
60	CN1CCN(S(=O)(=O)c2cccc3nsnc23)CC1	u	x

# Single records, as listed above. Order of screens: S3 lipid droplet | S3 lipid droplet cell count max
# Cc1ccc(S(=O)(=O)N2Cc3ccccc3CC2C(=O)Nc2ccc3c(c2)OCO3)cc1 (stereo not given) across the screens: u | x
# Cc1occc1C(=O)Nc1ccc(OCc2ccccc2)cc1 across the screens: u | x
# COCCNC(=O)NC12CC3(C)CC(C)(CC(C)(C3)C1)C2 across the screens: -5% | 0
# CC1=C(C(=O)OCc2ccccc2)C(c2cccc(Cl)c2Cl)NC(=O)N1CCCCCC(=O)O (stereo not given) across the screens: 3% | 20
# CC(O)[C@H]1CNCCN1CCc1cccc(F)c1 (stereo not given in full) across the screens: u | x

# Going on with the list:
no.	SMILES	S3 lipid droplet	S3 lipid droplet cell count max
61	CCn1c(O)c(/C=N/N=C/c2ccc(OC)cc2)c2cc(C3=NNC(=O)CC3)ccc21	u	x
62	Fc1ccc(C2CCCN2Cc2nc(-c3cnccn3)no2)cc1 (stereo not given)	u	x
63	CCOC(=O)c1c(C)[nH]c2cc(Br)c(O)cc12	-3%	12
64	COc1ccccc1-c1nnc(SCc2ccccn2)n1C	i	x
65	Cc1c(C(=O)NCCc2ccc(S(N)(=O)=O)cc2)cccc1[N+](=O)[O-]	u	x
66	O=C(O)C1(P(=O)(c2ccccc2)c2ccccc2)CCCC1	0%	17
67	Cc1ccc(Cl)c(OCC(=O)Nc2ccccc2N2CCCCC2)c1	u	x
68	Cc1oc2cc3oc(=O)c(CC(=O)NCC(=O)N[C@@H](C(=O)O)c4ccccc4)c(C)c3cc2c1C	u	x
69	CC(C)OCC(O)CN (stereo not given)	u	x
70	Oc1ccc(Nc2nc(N3CCCC3)c3ccccc3n2)cc1	u	x
71	Cc1ccc2nc(Nc3ccccc3)cc(C)c2c1	-1%	-4
72	CCn1cc(CN2CCc3c([nH]c4ccccc34)C2c2cccc(O)c2)c(C)n1 (stereo not given)	u	x
73	Cc1nnc2ccc(-c3ccc(NC(=O)c4ccc(Cl)nc4)cc3)nn12	u	x
74	COc1ccc(-c2cc(C(F)(F)F)c(C#N)c(SCC(=O)Nc3nc(C)co3)n2)cc1	u	x
75	COc1cccc(N(CC(=O)NC2CCCCC2)C(=O)c2snc(C(N)=O)c2N)c1	u	x
76	Cc1ccc(NC(=O)COc2coc(CN3CCc4ccccc4C3)cc2=O)c(C)c1	i[0.0737 µM]	x
77	O=C(CCS(=O)(=O)c1ccc(Cl)cc1)Oc1ccc2c(c1)OCO2	2%	1
78	COCCC(=O)N1CCC(Oc2ccc(C(=O)N3C[C@H]4CC[C@H]3C4)cc2)CC1	u	x
79	Nc1c(C(=O)C2CC2)sc2nc3c(cc12)CCC3	4%	3
80	COc1cccc(NC(=O)CN(C)C(=O)c2cc(C3CC3)nn2-c2ccccc2)c1	u	x
81	Cc1cc(C)n(-c2ccc(Cl)c(C(=O)OCC(=O)N3CCCCC3C)n2)n1 (stereo not given)	17%	2
82	Cc1ccc(NC(=S)Nc2ccc(C(C)C)cc2)cc1S(=O)(=O)N1CCCCCC1	19%	23
83	N#CCC(=O)N/N=C\c1ccccc1OC/C=C/c1ccccc1	u	x
84	CCCCN1CN(Cc2ccccc2)CNC1=S	6%	3
85	O=C(Nc1ccc(F)cc1F)C1CCN(c2ncnc3c2sc2cccc(F)c23)CC1	u	x
86	CCCCC1(C)OC(=O)C(=Cc2ccc(SC)cc2)C(=O)O1 (stereo not given)	u	x
87	c1csc(-c2nc(N3CCCCC3)no2)c1	u	x
88	C[C@@H]1OC(Nc2ccc(N=Nc3ccccc3)cc2)[C@H](O)[C@H](O)[C@H]1O (stereo not given in full)	-22%	-22
89	CC(c1ccccc1F)n1cc(C(=O)NCCCc2nc3ccccc3[nH]2)nn1 (stereo not given)	-15%	-25
90	COc1cccc(NC(=O)CN(C)C(=O)c2cn(-c3ccccc3)nc2-c2cccnc2)c1	-11%	-4
91	CC(=O)NCCOc1nc(N(C)C)nc(N2CCOCC2)n1	u	x
92	C=CCn1c(SCc2ccccc2F)nc2cc(C(=O)O)ccc2c1=O	u	x
93	COc1ccccc1/C=N\N=C(\N)c1ccccn1	u	x
94	COc1ccc(C(=O)/C=C/Nc2cc(C)on2)c(OC)c1	u	x
95	CSc1sc(C(=O)NNC(=O)c2ccc(Cl)cc2)c2c1C=CCC2	6%	12
96	Cc1c(C2(O)CCCCC2)[nH]c2cnccc12	u	x
97	Cc1ccc2nc(-c3ccncc3)cc(C(=O)Nc3ccc(F)cc3C)c2c1	u	x
98	Cc1ccc(C(=O)c2ccccc2C(=O)Nc2ccccc2)cc1	19%	x
99	COCCn1c(SCc2c(F)cccc2Cl)nc2c1c(=O)[nH]c(=O)n2C	u	x
100	CC1CC(C)(C)CC2(C1)NC(=O)N(CC(=O)OCc1ccc(Br)cc1)C2=O (stereo not given)	u	x
101	Cc1cc(C)c(S(=O)(=O)N2CCCCC2C(=O)O)c(C)c1 (stereo not given)	u	x
102	COc1ccc(NC(=O)CN(Cc2ccccc2)Cc2ccccc2)cc1S(N)(=O)=O	10%	-6
103	CCCCNC(=O)CC1N=C2c3ccccc3N=C(SCC(=O)Nc3ccc(OC)cc3)N2C1=O (stereo not given)	1%	-18
104	O=C(Cn1nnc2c(cnn2-c2ccccc2)c1=O)N1CCN(c2ccccc2F)CC1	8%	1
105	COc1ccc(/C=N/Nc2snc(SC)c2C#N)cc1OC	-6%	-22
106	CC1CCCCN1CC(=O)c1c(N)n(Cc2ccccc2)c(=O)n(C)c1=O (stereo not given)	u	x
107	O=C(NCc1ccccc1)c1ccc2c(=O)[nH]c3c(C(=O)NCC4CCCO4)sc(=S)n3c2c1 (stereo not given)	u	x
108	CCCN(CCC)S(=O)(=O)c1cc(CN2C(=O)c3cccnc3C2=O)ccc1OC	24%	9
109	COC(=O)CN1C(=O)[C@H]2[C@@H](c3ccc(C)o3)N3C(=O)CN(Cc4ccc(-c5ccccc5)cc4)C(=O)[C@@]3(C)[C@H]2C1=O	u	x
110	CCOC(=O)/C(C#N)=C/NC(=O)NC(C)(C)C	i	24
111	COc1ccc(-c2cc(C(=O)OCC(=O)NC(C)C)c3ccccc3n2)cc1	u	x
112	COc1ccc(/C=C/C(=O)OCC(=O)NC2CCS(=O)(=O)C2)cc1 (stereo not given)	27%	12
113	COc1cc(/C=N/NC(=O)c2ccc(O)cc2)ccc1OCC(=O)N1CC(C)OC(C)C1 (stereo not given)	-29%	-6
114	CN1CCN(C(=O)C2=C[C@H](c3csc4ccccc34)C[C@H](OCc3ccc(CO)cc3)O2)CC1	8%	8
115	O=C(CCC(=O)N(CC(=O)NC1CCCC1)Cc1ccc2c(c1)OCO2)Nc1nccs1	u	x
116	c1ccc2sc(SCc3ccc(-c4nnco4)cc3)nc2c1	i	-12
117	COc1ccc(C)cc1NC(=O)/C=C/c1ccc(OC)c(S(=O)(=O)N2CCOCC2)c1	u	x
